HMGR II inh = inhibitors of class II HMG-CoA reductase from Enterococcus faecalis | purified E. faecalis HMGR, NADPH absorbance 340 nm kinetic | inhibition, % at 10 µM | 190,000 tested, 0.41% active | AID 1066;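 active means inhibition above a set limit, the median over all tested compounds plus 3 SD, cut at about 9.5% in these data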;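 further: enzyme runs in reverse so mevalonate oxidation gives rising NADPH absorbance; 0% = complete reaction with DMSO and 100% = background rate lacking mevalonate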
G6PDH CS = inhibits Leuconostoc G6PDH, flagging false hits in G6PDH-based assays | Purified L. mesenteroides G6PDH, diaphorase/resazurin coupled fluorescence, 45 min | inhibition, % at 5 µM | 200,000 tested, 0.12% active | AID 1020; in the data active means inhibition above about 50%
TNAP inh noacc = blocks human TNAP activity with no phosphate acceptor present; purified TNAP, CDP-star luminescence, 30 min; inhibition, % at 20 µM; 200,000 tested, 0.26% active;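 active means tissue-nonspecific alkaline phosphatase inhibition above about 50% at 20 µM in the single-dose screen, limit read from the data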;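 further: 0% = DMSO negative control and 100% = EDTA positive control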
Target sequence (P05186 whole entry, looked up): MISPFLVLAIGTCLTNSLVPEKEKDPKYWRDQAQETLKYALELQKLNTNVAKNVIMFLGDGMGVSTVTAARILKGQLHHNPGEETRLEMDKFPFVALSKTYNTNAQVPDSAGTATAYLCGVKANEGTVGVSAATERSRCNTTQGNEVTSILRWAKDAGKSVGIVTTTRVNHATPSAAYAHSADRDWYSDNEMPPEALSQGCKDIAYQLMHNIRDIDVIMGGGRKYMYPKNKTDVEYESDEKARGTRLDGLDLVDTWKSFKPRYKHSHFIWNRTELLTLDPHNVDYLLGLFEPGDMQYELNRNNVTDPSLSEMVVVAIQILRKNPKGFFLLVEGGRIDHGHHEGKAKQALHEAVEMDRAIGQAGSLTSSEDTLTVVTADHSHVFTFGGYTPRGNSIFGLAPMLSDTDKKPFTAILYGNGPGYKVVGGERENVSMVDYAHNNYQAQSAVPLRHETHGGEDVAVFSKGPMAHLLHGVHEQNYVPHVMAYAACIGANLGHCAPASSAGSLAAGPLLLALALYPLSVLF
TNAP act hiacc = increases human TNAP activity under high phosphate acceptor concentration | P05186 | purified TNAP, CDP-star luminescence, 1 M DEA, 30 min; stronger effect = higher value; 0 = EDTA background, 1 = DMSO-only activity | activation factor at 20 µM | 200,000 tested, under 10 active | AID 1136;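 active means activation factor at least 2 at 20 µM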
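Measured by: Luminescent substrate turnover signal | Test system: Human TNAP | Input: TNAP 1/800 final | Dosing: 20 µM single point | Schedule: 30 min, room temperature | Controls: EDTA wells as negative control, DMSO wells as positive control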
PMI act hi M6P = increases human PMI activity with near-saturating mannose 6-phosphate; 190,000 tested, 0.34% active; AID 1216; activation factor at 20 µM; coupled PMI enzyme assay, resazurin fluorescence, 20 min; stronger effect = higher value; 1 = untreated enzyme, 0 = substrate-free blank;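 active means activation factor of 2 or more at 20 µM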
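Test system: human phosphomannose isomerase with PGI, G6PDH, diaphorase coupling enzymes; amount: 15 ng/mL PMI; incubation: enzyme reaction with compound 20 min at room temperature; technique: resorufin fluorescence (Ex 544/Em 590 nm) from resazurin via diaphorase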
Diaph act CS = activates diaphorase or chemically reduces, flagging diaphorase assay artifacts | 190,000 tested, 0.005% active | activation factor at 20 µM | Diaphorase/resazurin coupled assay, resorufin fluorescence, 16 min; stronger effect = higher value; 1 = vehicle wells, 0 = NADH-free wells;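 active means diaphorase activity raised at least twofold by the compound at 20 µM; inactive means activation factor below 2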
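Measured by – red resorufin fluorescence at 544/590 nm excitation/emission · Test system – Clostridium kluyveri diaphorase, purified enzyme · Incubation – reaction time 16 min, room temperature · Buffer or medium – 50 mM HEPES pH 7.4 with 4.542 mM MgCl2, 0.005% Tween 20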
Diaph inh CS = counter-screen for diaphorase-based assays: diaphorase inhibitors and chemical oxidizers | inhibition, % at 20 µM | diaphorase resazurin-to-resorufin fluorescence, NADH, 16 min; bacterial (C. kluyveri) enzyme, not human | 190,000 tested, 0.69% active;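 active means primary screen inhibition at 20 µM above a set limit, cut at about 50% in these data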;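 further: plate controls were DMSO with full reaction for no effect and wells lacking NADH for full effect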
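Detection: fluorescence of resorufin formed from resazurin, Ex 544/Em 590 nm; test system: Clostridium kluyveri diaphorase enzyme; amount: 0.14 U/mL diaphorase, enzyme working solution; times: 16-min room-temperature incubation before reading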
TNAP inh hi DEA = blocks human TNAP under high phosphate acceptor concentration; purified TNAP, CDP-star luminescence, 1 M DEA; 200,000 tested, 0.03% active; P05186; inhibition, % at 20 µM;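 active means over 50% inhibition of tissue-nonspecific alkaline phosphatase at 20 µM in the single-dose screen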;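 further: plate controls were DMSO wells for no effect and EDTA-quenched wells as full inhibition for full effect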
PMI act = phosphomannose isomerase (human) activation; 190,000 tested, 0.005% active; purified human PMI, coupled resazurin fluorescence, 20 min; stronger effect = higher value; 1 = vehicle control, 0 substrate-free wells; activation factor at 20 µM;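 active means activation factor of 2 or more at 20 µM, relative to plate controls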
FLuc stim CS = affects firefly luciferase, flagging false hits in luciferase stimulation screens | AID 1027 | activation factor at 10 µM | ATPlite luciferase biochemical, luminescence, 10 min; 0 = ATP-free wells, 1 = DMSO control | 200,000 tested, under 10 active | P08659;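 active means luciferase activation factor, scaled between plate controls, of at least 2 with compound at 10 µM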
Target sequence (P08659 whole entry, looked up): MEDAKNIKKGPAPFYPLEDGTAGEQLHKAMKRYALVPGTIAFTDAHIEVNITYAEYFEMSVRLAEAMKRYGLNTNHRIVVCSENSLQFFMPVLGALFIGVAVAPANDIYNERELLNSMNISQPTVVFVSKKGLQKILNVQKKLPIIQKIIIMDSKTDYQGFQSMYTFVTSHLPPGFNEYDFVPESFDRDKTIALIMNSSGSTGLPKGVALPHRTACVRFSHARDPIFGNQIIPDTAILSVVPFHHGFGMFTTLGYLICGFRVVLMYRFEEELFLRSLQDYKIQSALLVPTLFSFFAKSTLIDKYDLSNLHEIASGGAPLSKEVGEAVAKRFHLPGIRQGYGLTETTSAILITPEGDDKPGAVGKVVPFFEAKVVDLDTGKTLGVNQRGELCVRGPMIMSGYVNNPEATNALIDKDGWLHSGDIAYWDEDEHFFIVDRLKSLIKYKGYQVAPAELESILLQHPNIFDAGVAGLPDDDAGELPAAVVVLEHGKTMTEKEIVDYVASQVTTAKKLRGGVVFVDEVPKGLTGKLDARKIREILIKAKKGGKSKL
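Material: Luciferase/luciferin reagent mix; Doses: test compounds dosed from 2 mM stocks in 100% DMSO; Schedule: 10 min incubation after luciferase reagent addition, room temperature; Measured by: luminescence from luciferase reaction; Read-out: luminescence gain marking luciferase activators.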
The depositor's hits bear a star.

[1] COCCCNC(=O)c1c(N)n(-c2ccc3c(c2)OCO3)c2nc3ccccc3nc12
[2] Cc1cc(NC(=O)c2cc(Cl)ccc2Cl)no1
[3] Cc1cccc(C(=O)Nc2nccs2)c1[N+](=O)[O-]
[4] CCOC(=O)C1CCN(C(=O)CSc2ccccc2Cl)CC1
[5] O=C(O)c1ccc(CSc2nnc(-c3cccnc3)n2-c2ccc(Br)cc2)cc1
[6] Cc1ccccc1CN(c1ccc(C(=O)N/N=C/c2ccc(OCC(N)=O)cc2)cc1)S(C)(=O)=O
[7] N/C(=N\OC(=O)c1cccs1)c1cccc(Br)c1
[8] COC(=O)c1ccccc1NC(=O)c1cc(C2CC2)on1
Screen / compound no.,1,2,3,4,5,6,7,8
HMGR II inh,2,-6,-5,-2,-6,-3,-3,-4
G6PDH CS,2,3,4,3,4,8,8,-26
TNAP inh noacc,-11,-9,-3,-22,-8,-3,-4,-8
TNAP act hiacc,1,1.1,1,1.1,1,1,1,1
PMI act hi M6P,0.8,0.8,1,1,1,0.9,0.9,0.9
Diaph act CS,0.9,0.8,1,0.9,0.9,0.9,0.8,0.8
Diaph inh CS,8,20,-1,7,7,13,22,15
TNAP inh hi DEA,-1,-6,-2,-5,-4,0,-1,-3
PMI act,1,0.9,0.9,1.1,1,0.9,0.8,0.8
FLuc stim CS,1,1.1,1,1.1,1,1.1,0.1,1

[9] CCOc1cc(/C=N/n2cnnc2)ccc1O
[10] COc1ccc(CCC2(C)NC(=O)NC2=O)cc1 (configuration not stated)
[11] O=C(OCC(=O)N1CCN(c2ccccc2)CC1)c1cnc(Cl)c(Cl)c1
[12] Cc1nn(C)c(C)c1C1C(C#N)=C(N)OC2=C1C(=O)CCC2 (configuration not stated)
[13] O=C(N/N=C/CCc1ccccc1)C1CCCCC1
[14] O=C(c1ccccc1)N(NC(=O)C(O)(c1ccccc1)c1ccccc1)c1cccc(F)c1
[15] CCC1C(=O)n2nc(-c3ccccc3)cc2N=C1C (configuration not stated)
[16] COc1ccc(N(CC(=O)Nc2ccc(OC)cc2OC)S(=O)(=O)c2ccccc2)cc1
Screen / compound no.,9,10,11,12,13,14,15,16
HMGR II inh,2,-11,-2,1,-2,-3,-1,-1
G6PDH CS,-6,5,3,0,14,-2,6,12
TNAP inh noacc,1,-4,-4,-9,3,-6,-2,-6
TNAP act hiacc,1,1.1,1,1.1,1.1,1,1,1
PMI act hi M6P,0.9,1,1.2,1,1.1,1,0.9,1
Diaph act CS,1,0.9,1.2,0.9,1.1,0.9,0.9,0.9
Diaph inh CS,-1,6,-15,10,-13,6,12,13
TNAP inh hi DEA,3,-8,-3,-8,-5,3,4,-5
PMI act,0.9,1,1.3,1,1.1,0.9,0.9,0.9
FLuc stim CS,1,1.1,1,1.1,1,1.1,0.6,1.1

[17] CCC/C(C)=N/NC(=O)c1ccccc1O
[18] Fc1ccc(CNn2cnnc2SCc2ccc(F)cc2)cc1
[19] Cc1ccccc1C(=O)c1c[nH]c(C(=O)NCC2CCCO2)c1 (configuration not stated)
[20] Cc1cc(Cl)ccc1OCCCC(=O)NCCN1C(=O)S/C(=C\c2cccnc2)C1=O
[21] Cc1ccc(-n2c(C)nn(CCOc3ccccc3)c2=O)cc1
[22] CC(C)Oc1ccc(CC(=O)NNC(=S)Nc2ccc(Br)cc2)cc1
[23] CCOc1ccc(C(C)=O)cc1N1C(=O)C2C3C=CC(C3=C(C)C)C2C1=O (configuration not stated)
[24] Cn1cc(CN2CCC(C(=O)N3CCCC3)CC2)c(-c2ccccc2F)n1
Screen / compound no.,17,18,19,20,21,22,23,24
HMGR II inh,-6,-9,-2,-5,3,-5,-6,-1
G6PDH CS,2,4,12,-13,2,6,2,11
TNAP inh noacc,-8,-6,3,-2,-14,-117,-11,-4
TNAP act hiacc,1.1,1,1,1,1.1,1,1,1
PMI act hi M6P,1,1,0.9,0.9,1.1,1.1,1,1.1
Diaph act CS,0.9,0.9,0.9,0.9,1.1,1,1,1.1
Diaph inh CS,5,10,7,9,-8,-1,4,-15
TNAP inh hi DEA,-8,0,-1,0,-6,0,-3,-4
PMI act,1.1,1,1,0.9,1,1,1,1.1
FLuc stim CS,1.1,1.1,1,1,1.1,1.1,1.1,1

The last 2 compounds of the section before are carried over, then new ones follow:
[23] CCOc1ccc(C(C)=O)cc1N1C(=O)C2C3C=CC(C3=C(C)C)C2C1=O (configuration not stated)
[24] Cn1cc(CN2CCC(C(=O)N3CCCC3)CC2)c(-c2ccccc2F)n1
[25] COc1ccc(NC(=S)NC(NC(=O)c2cccc(Cl)c2)C(Cl)(Cl)Cl)c([N+](=O)[O-])c1 (configuration not stated)
[26] CC(C)(C)N(Cc1ccccc1)C(=O)CCc1ccccc1
[27] COc1cccc(Nc2nnc(SCc3cc([N+](=O)[O-])cc4c3OCOC4)s2)c1
[28] CCn1c(COc2ccccc2C)nnc1SCC(=O)N1CCCCC1
[29] CC1(C)N([O-])C2=C(c3ccccc3C2=O)[N+](=O)C1(C)C
[30] CCOC(=O)c1[nH]c(C)c(C(=O)OCC(=O)N2CCc3ccccc32)c1C
[31] COC(=O)CC1=C(C(=O)OC)C(c2cccs2)C(C#N)=C(N)O1 (configuration not stated)
[32] Oc1ccc(NC(=S)Nc2ccc(O)cc2)cc1
Screen / compound no.,23,24,25,26,27,28,29,30,31,32
HMGR II inh,-6,-1,1,-3,1,1,-1,-2,0,5
G6PDH CS,2,11,-2,11,-32,10,3,10,17,22
TNAP inh noacc,-11,-4,10,-4,-4,-6,-8,3,-16,-7
TNAP act hiacc,1,1,0.9,1,1.1,1.1,1,1,1.1,1.1
PMI act hi M6P,1,1.1,0.9,1,0.9,1,1,1.1,0.7,0.3
Diaph act CS,1,1.1,0.8,1.1,0.7,0.9,0.3,1,0.8,0.7
Diaph inh CS,4,-15,23,-7,26,12,67*,1,24,30
TNAP inh hi DEA,-3,-4,6,-3,-6,-8,-4,-4,-6,-7
PMI act,1,1.1,0.9,1,0.9,1,1,1.1,0.8,0.6
FLuc stim CS,1.1,1,1.1,1,1.1,1.1,1,1.1,1,1

Filtered by structure, the entries above with fluorine (three)
[14] O=C(c1ccccc1)N(NC(=O)C(O)(c1ccccc1)c1ccccc1)c1cccc(F)c1
[18] Fc1ccc(CNn2cnnc2SCc2ccc(F)cc2)cc1
[24] Cn1cc(CN2CCC(C(=O)N3CCCC3)CC2)c(-c2ccccc2F)n1
Screen / compound no.,14,18,24
HMGR II inh,-3,-9,-1
G6PDH CS,-2,4,11
TNAP inh noacc,-6,-6,-4
TNAP act hiacc,1,1,1
PMI act hi M6P,1,1,1.1
Diaph act CS,0.9,0.9,1.1
Diaph inh CS,6,10,-15
TNAP inh hi DEA,3,0,-4
PMI act,0.9,1,1.1
FLuc stim CS,1.1,1.1,1

(continued)
[33] c1coc(-c2nn3c(-c4ccco4)nnc3s2)c1
[34] CN1CCN(CCP(=O)(c2ccccc2)c2ccccc2)CC1
[35] Cc1cc(NC(=O)c2cccc(F)c2)ncc1NC(=O)c1ccco1
[36] COc1ccccc1CN(C)C(=O)c1ccc2c(c1)NC(=O)CS2
[37] N#CCSc1nnc(-c2ccccc2)c(-c2ccccc2)n1
[38] N/C(=N\OC(=O)CSc1ccccc1)c1ccc([N+](=O)[O-])cc1
[39] COc1cc(C2C(C#N)=C(N)Oc3cc(C)n(CCN4CCOCC4)c(=O)c32)cc(OC)c1OC (configuration not stated)
[40] O=C(NCc1cccs1)C1CCC(CNS(=O)(=O)c2cccs2)CC1 (configuration not stated)
Screen / compound no.,33,34,35,36,37,38,39,40
HMGR II inh,-4,1,-4,-5,-3,-3,2,-7
G6PDH CS,5,-15,0,-8,2,2,4,-8
TNAP inh noacc,-10,-16,-17,-21,-4,18,-9,-12
TNAP act hiacc,1.1,1,1.1,1.1,1,1,1,1.1
PMI act hi M6P,1,1,1.1,1,0.9,1,1.1,1
Diaph act CS,0.7,0.9,0.8,0.9,0.8,0.8,1,1
Diaph inh CS,35,13,15,8,21,20,4,0
TNAP inh hi DEA,-6,-4,-8,-15,2,4,0,-6
PMI act,1,1,1,1,0.9,0.9,1.1,1
FLuc stim CS,1,1.1,0.9,1.1,1,1,1.1,1

Looked up by compound from the list above:
[3] Cc1cccc(C(=O)Nc2nccs2)c1[N+](=O)[O-]
[31] COC(=O)CC1=C(C(=O)OC)C(c2cccs2)C(C#N)=C(N)O1 (configuration not stated)
[9] CCOc1cc(/C=N/n2cnnc2)ccc1O
Screen / compound no.,3,31,9
HMGR II inh,-5,0,2
G6PDH CS,4,17,-6
TNAP inh noacc,-3,-16,1
TNAP act hiacc,1,1.1,1
PMI act hi M6P,1,0.7,0.9
Diaph act CS,1,0.8,1
Diaph inh CS,-1,24,-1
TNAP inh hi DEA,-2,-6,3
PMI act,0.9,0.8,0.9
FLuc stim CS,1,1,1

Going on with the list:
[41] O=C(O)c1ccc2nc(-c3ccccc3)c(-c3ccccc3)nc2c1
[42] CCCC(C)NC(=O)c1ccccc1SC (configuration not stated)
[43] COc1ccc(-c2cnnc(N/N=C/c3ccc(O)c(O)c3)n2)cc1
[44] O=C(C(c1ccccc1)c1ccccc1)N1CCN(c2ccccn2)CC1
[45] O=C(CCNc1cccc(Cl)c1)c1ccco1
[46] CC(C(=O)Nc1ccc2c(c1)OCCO2)c1ccc([N+](=O)[O-])cc1 (configuration not stated)
[47] C/C(=N\NC(=O)c1ccc(CN2CCOCC2)cc1)c1ccc(NC(=O)c2ccccc2)cc1
[48] Cc1ccc(C(=O)N(CC(=O)Nc2ccc(Cl)c(Cl)c2)Cc2ccco2)cc1
[49] CCCCOC(=O)Nc1cccc(C(C)=O)c1
Screen / compound no.,41,42,43,44,45,46,47,48,49
HMGR II inh,-4,-4,0,-5,-2,1,4,-6,-5
G6PDH CS,1,15,-2,3,-1,7,-7,6,1
TNAP inh noacc,-4,-8,56*,-10,-14,7,3,-1,-6
TNAP act hiacc,1,1.1,0.6,1,1.1,1,1,1.1,1
PMI act hi M6P,0.8,1.2,1.1,1.1,1,1,1,0.9,0.9
Diaph act CS,0.8,1.3,0.5,1.1,0.9,0.9,0.9,0.9,0.9
Diaph inh CS,18,-32,46,-7,13,10,6,12,14
TNAP inh hi DEA,-2,-7,36,-2,-8,-2,-3,-6,1
PMI act,0.8,1.2,0.5,1.1,0.9,1,1.1,0.9,0.9
FLuc stim CS,1,1.1,0.1,1,1.1,1.1,0.9,0.9,1

Screening results deposited in PubChem BioAssay by several laboratories.
